NR2E3 ag-1: agonists of human NR2E3 nuclear receptor; CHO-S Gal4-NCOR/VP16-NR2E3 two-hybrid, luciferase; actives 0.35% (n = 360,000); inhibition of corepressor binding, % at 3.98 µM; AID 602229; Q9Y5X4;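 active = inhibition above the mean of all tested compounds plus 3 SD, cut at about 70% in these data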;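 note: 0% = DMSO with NR2E3 transfected cells and 100% = cells lacking NR2E3 construct; higher means lower luciferase signal from less NR2E3 corepressor binding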
Target sequence (Q9Y5X4 whole entry, looked up, the tested form may be a part): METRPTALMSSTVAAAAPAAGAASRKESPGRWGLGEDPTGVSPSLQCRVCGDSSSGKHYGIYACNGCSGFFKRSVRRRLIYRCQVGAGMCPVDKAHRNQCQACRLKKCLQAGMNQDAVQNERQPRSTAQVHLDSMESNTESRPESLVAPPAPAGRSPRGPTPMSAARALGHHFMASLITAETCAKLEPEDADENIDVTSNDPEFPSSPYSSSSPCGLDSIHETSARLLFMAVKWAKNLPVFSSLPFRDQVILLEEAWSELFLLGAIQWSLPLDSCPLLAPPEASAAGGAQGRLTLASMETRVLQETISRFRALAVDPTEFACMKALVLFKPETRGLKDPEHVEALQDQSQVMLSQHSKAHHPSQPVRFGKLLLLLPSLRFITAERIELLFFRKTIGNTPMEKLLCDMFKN
TRPM1 prom inh: reduces MITF-dependent TRPM1 promoter luciferase signal | actives 0.83% (n = 330,000) | SK-MEL-5 TRPM1 promoter luciferase, 24 h | inhibition, % at 12.5 µM | AID 488899;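 active = mean inhibition across replicates of 60% or more, whatever share of single replicates reaches that level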; note: values of inactives mirror those of a sister screen read the other way
HIF-2a block: blocks HIF-2a reporter activity | 786-0 RCC cells HIF-2a reporter, luciferase luminescence, overnight | inhibition, % at 18.8 µM | actives 0.72% (n = 360,000) | AID 624352;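 active = inhibition of the luminescence signal of 40% or more relative to plate controls, in a single-dose primary screen at 18.75 µM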
hiPSC survival: hiPSC single-cell survival enhancement. survival enhancement, % at 20 µM. ATPlite luminescence; 100% = ROCK inhibitor wells, 0% = DMSO. actives 0.044% (n = 360,000); in the data active = survival enhancement above about 18%;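 note: cells exposed to compounds for 16 hours before the ATP read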
HTR2A ag: agonists of mouse serotonin 5-HT2A receptor (HTR2A) | AID 624169 | P35363 | actives 0.66% (n = 360,000) | CHO-K1 mHTR2A beta-arrestin complementation, luminescence; percent of 30 µM serotonin response | activation, % at 7.6 µM;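 active = activation above a run cutoff, the mean activation of all tested compounds plus 3 SD, cut at about 14% in these data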;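 note: 0% = plate median of compound wells and 100% = 30 µM serotonin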
Shn3 3UTR inh: inhibitors of Schnurri-3 3'UTR reporter in osteoblasts. actives 0.52% (n = 360,000). inhibition, % at 12.5 µM. Clone20 osteoblast Shn3 3'UTR firefly luciferase, 24 h;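 active = mean inhibition of at least 75% with every replicate also reaching 75%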;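 note: 0% = median of neutral control wells and 100% = pilot-screen positive control compound; some compounds past the cut are filed as inactive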
Peg3 prom inh: inhibitors of Peg3 promoter | actives 1.7% (n = 360,000) | inhibition, % at 20 µM | HeLa PEG-Prom luciferase reporter, luminescence, overnight;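 active = inhibition of at least 50% at 20 µM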
Cardio protect: myocardial damage modulation in H9c2 cells | protection from H2O2 cell death, % at 20 µM | H9c2 cardiomyocytes, H2O2 injury protection, ATPLite, 2 h | actives 0.63% (n = 360,000);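 active = compounds giving at least 50% protection of heart cells from peroxide-induced death in the single-dose screen, raw or plate-pattern-corrected value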;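 note: 0% = DMSO wells with peroxide and 100% = DMSO wells without peroxide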
NR2E3 ag-2: agonists of human nuclear receptor NR2E3; Q9Y5X4; GST-NR2E3/biotin-RetCOR TR-FRET, 1536-well; inhibition of corepressor binding, % at 4.78 µM; actives 0.12% (n = 320,000); AID 2300;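 active = percent inhibition above the cutoff of mean plus 3 SD of all tested compounds, set per screening campaign, cut at about 20% in these data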;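 note: 0% = DMSO wells and 100% = biotin wells as full block of FRET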
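Material – GST-tagged NR2E3 plus biotinylated RetCOR corepressor · Quantity – NR2E3 fusion 1.35 nM · Times – 5 h incubation at 4 °C · Medium – pH 7.5 Tris-based buffer · Technique – TR-FRET, Eu(K)-anti-GST donor, streptavidin-D2 acceptor, ex 340, em 617/671 nm · Benchmarks – high control biotin, low control 0.6% DMSO · Format – 1536-well plates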
CaV13 ICDI inh: Disruptors of the CACNA1D IQ motif to Ca2+-dependent inactivation inhibitor domain association, primary screening, Förster resonance energy transfer in intact living …. HEK cells, CFP/YFP FRET ICDI-IQ, plate reader, 10 min; percent FRET-ratio fall versus neutral wells. inhibition, % at 12.3 µM. actives 0.098% (n = 340,000). AID 743397;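 active = mean replicate inhibition of at least 30% and at least 1% of replicates passing that level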;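 note: 0% = median of the neutral control wells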
PDI turbidity: PDI (human) enzyme inhibition. inhibition, % at 10 µM. AID 588391. PDI insulin aggregation turbidity, A650, 90 min. P07237. actives 0.052% (n = 350,000);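 active = mean inhibition across replicates of 30% or more, whatever share of single replicates reach that level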;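 note: absorbance from insulin aggregation driven by PDI reduction with DTT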
Target sequence (P07237 whole entry, looked up): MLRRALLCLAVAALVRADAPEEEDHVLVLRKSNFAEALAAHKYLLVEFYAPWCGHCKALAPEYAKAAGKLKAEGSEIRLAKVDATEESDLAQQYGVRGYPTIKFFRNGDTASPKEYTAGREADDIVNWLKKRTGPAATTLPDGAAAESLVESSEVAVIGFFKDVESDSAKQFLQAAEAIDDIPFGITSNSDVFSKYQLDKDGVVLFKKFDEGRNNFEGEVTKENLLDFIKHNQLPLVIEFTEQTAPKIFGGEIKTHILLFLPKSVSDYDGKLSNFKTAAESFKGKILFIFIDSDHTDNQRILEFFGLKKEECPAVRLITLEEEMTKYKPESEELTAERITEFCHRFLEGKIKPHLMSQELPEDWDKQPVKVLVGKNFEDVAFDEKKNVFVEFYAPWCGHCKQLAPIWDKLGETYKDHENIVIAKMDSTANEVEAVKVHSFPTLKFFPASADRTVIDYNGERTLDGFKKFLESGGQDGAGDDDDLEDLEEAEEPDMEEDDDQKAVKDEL
Active calls of the source: *; / = not tested or not shown; & = joins results of further samples.

SMILES	NR2E3 ag-1	TRPM1 prom inh	HIF-2a block	hiPSC survival	HTR2A ag	Shn3 3UTR inh	Peg3 prom inh	Cardio protect	NR2E3 ag-2	CaV13 ICDI inh	PDI turbidity
O=C(NC(=S)N1CCN(C/C=C/c2ccccc2)CC1)c1ccc(Cl)nc1	31	-3	9	1.3	1	35	16	-3	-1	-5	-1
O=C(O)/C=C/c1cn(-c2ncc(C(F)(F)F)cc2Cl)c2ccccc12	22	9	13	-4.5	-4	-11	5	12	4	-5	-5
CCCCn1nnnc1C1(C)CCC(=O)N1CCc1ccc(OC)c(OC)c1 (stereo unspecified)	-13	/	4	-0.5	4	/	/	/	/	-6	/
CC1CCN(C(=O)c2[nH]c(C(F)(F)F)nc2-c2ccccc2)CC1	4	/	5	0.0	6	0	5	0	/	-3	/
Cn1c(=O)c2c(ncn2CC(=O)N2CCN(c3cccc(Cl)c3)CC2)n(C)c1=O	-1	-5	27	-2.8	4	-2	21	-3	-1	/	6
O=C(COc1ccccc1)Nc1cccc2nsnc12	-9	-7	-123	1.6	1	-12	-106	8	1	-5	-6
COC(=O)CSc1nc(N2CCOCC2)c2c(c1C#N)CC(C)(C)OC2	-16	1	7	1.4	3	9	19	3	-4	-2	1
COc1ccc(C(=O)Oc2ccc3oc(=O)sc3c2)cc1	-68	-7	-109	-0.8	13	-8	-109	0	-1	-8	22
COc1ccc(S(=O)(=O)Nc2cc3c(cc2C(C)=O)OCO3)cc1	-24	13	19	-1.3	0	-4	21	-2	1	-6	-7
CCOc1cc(/C=C/C(=O)OCC(=O)NCc2ccco2)cc(Cl)c1OC	-2	6	-17	0.6	9	-16	-12	4	3	-5	11
NC(CCc1ccccc1)c1csc(NC(=O)NCC2CCCCC2)n1 (stereo unspecified)	0	/	-55	-4.4	-10	15	98*	-22	/	-4	-3
O=C(O)CSc1nccc2ccccc12	0	2	6	4.8	-3	-10	0	-5	10	2	-3
CS(=O)(=O)c1ccc(C(=O)NC(Cc2ccccc2)c2ccccc2)cc1 (stereo unspecified)	-28	-1	-15	-0.3	1	5	-6	2	0	-2	2
CC(C)(C)S(=O)N1Cc2cc(C(=O)NCC(F)(F)F)nc(-c3cccc(-c4cccc(F)c4)c3)c2[C@H]1CCO (stereo partly specified)	24	/	2	1.5	-5	16	25	8	/	-4	/
O=C(O)c1ccc2c(c1)C(=O)/C(=C\c1ccco1)C2=O	-25	-6	7	5.7	-2	-32	5	7	38*	-5	-6
O=C(c1ccccc1)c1cc2cc(Cl)ccc2[nH]1	-99	-49	-170	-0.1	0	-84	-126	-6	-6	-14	-45
O=C(/C=C/c1ccc(Br)cc1)NC(=O)c1ccccc1O	-16	-6	-220	-2.1	-2	-45	-137	-25	0	-5	6
Cn1cc(C(=O)Nc2ccc(F)c(F)c2)cn1	-19	-14	-16	-0.4	0	13	-25	-3	-3	-2	0
CN(C)c1cccc(C(=O)OCC(=O)N2CCc3ccccc3C2)c1	-28	1	-62	1.2	-2	4	-35	-5	4	-6	-1
C/C(=C1/SC(N2CC(C)OC(C)C2)=NC1=O)c1ccccc1 (stereo unspecified)	-24	-6	17	2.6	1	23	9	2	1	-4	1
O=C(COc1ccc([N+](=O)[O-])cc1)Nc1nc(-c2ccccn2)cs1	2	29	-14	0.5	-6	27	15	71*	-4	-6	2
O=C(NN=Cc1cc(Br)c(O)c(Br)c1)c1ccccc1NS(=O)(=O)c1cccs1	-41	-4	4	-1.3	0	56	1	10	/	-6	14
COc1cccc(/C=N/NC(=O)c2c(C)nc3ccc(Cl)cn23)c1O	-37	70*	2	-0.7	-5	90*	56*	50	-1	-6	-2
O=C(O)c1cc2c(ccc3ccccc32)o1	-22	6	-17	1.7	0	-5	-11	4	4	-9	2
CC(Sc1ncnc2c1cnn2-c1ccccc1)C(=O)NCC1CCCO1 (stereo unspecified)	-36	12	-54	-0.5	2	-4	-40	-5	-2	-1	1
CN(C1CCCCC1)S(=O)(=O)c1ccc(SCC(N)=O)nc1	-10	/	0	-2.0	6	3	-11	7	/	-5	10
Cc1cccc(C)c1OC(=O)CSc1nnc(-c2ccccc2)o1	-6	6	-7	-4.4	4	-2	-12	-11	4	/	-2
CC1(C)CC2(CCO1)OC(=O)CC2C(=O)Nc1ccc(Br)cc1 (stereo unspecified)	4	6	14	0.1	3	-20	9	-4	2	-1	-2
COc1cc(CNC(=O)Nc2nc(C(N)Cc3ccc(C(F)(F)F)cc3)cs2)cc(OC)c1OC (stereo unspecified)	-23	/	15	-4.1	13	-12	98*	-2	/	-11	7
COc1cnc(-c2ccccn2)nc1Sc1ccccc1Cl	91*	19	37	10	-9	24	23	15	-5	-4	10
CCOC(=O)c1c(NC(=O)C[n+]2ccc(Cc3ccccc3)cc2)sc(C)c1C	-13	30	11	0.3	-3	-2	7	-7	0	-4	8
O=C(c1ccc2ccccc2c1)c1c[nH]cc1-c1ccccc1	-7	-13	-66	1.2	-3	8	-18	-10	-1	-4	4
CC1CCCCN1C(=O)CSc1nnc(-c2ccco2)n1C (stereo unspecified)	-23	5	8	-0.4	2	6	-6	1	2	-3	5
CC(=O)N1CC=C2C(C#N)=C(N)C(C#N)(C#N)C(C)C2C1 (stereo unspecified)	-13	-7	7	0.1	3	5	-3	4	1	-3	19
CCOC(=O)C1(Cc2ccc(Cl)cc2)CCN(CCCn2cccn2)CC1	10	5	10	-1.5	1	-20	13	8	5	-6	-4
CC(C)C(=O)Nc1cccc(-c2cn3ccsc3n2)c1	-62	-11	-67	-2.1	-2	-19	-68	15	-4	/	0

Three entries from above, set out differently:
SMILES | NR2E3 ag-1 | TRPM1 prom inh | HIF-2a block | hiPSC survival | HTR2A ag | Shn3 3UTR inh | Peg3 prom inh | Cardio protect | NR2E3 ag-2 | CaV13 ICDI inh | PDI turbidity
Cc1cccc(C)c1OC(=O)CSc1nnc(-c2ccccc2)o1 | -6 | 6 | -7 | -4.4 | 4 | -2 | -12 | -11 | 4 | / | -2
CC1(C)CC2(CCO1)OC(=O)CC2C(=O)Nc1ccc(Br)cc1 (stereo unspecified) | 4 | 6 | 14 | 0.1 | 3 | -20 | 9 | -4 | 2 | -1 | -2
COc1cc(CNC(=O)Nc2nc(C(N)Cc3ccc(C(F)(F)F)cc3)cs2)cc(OC)c1OC (stereo unspecified) | -23 | / | 15 | -4.1 | 13 | -12 | 98* | -2 | / | -11 | 7

More structures:
SMILES	NR2E3 ag-1	TRPM1 prom inh	HIF-2a block	hiPSC survival	HTR2A ag	Shn3 3UTR inh	Peg3 prom inh	Cardio protect	NR2E3 ag-2	CaV13 ICDI inh	PDI turbidity
CCCN1CCN(C(=O)CCCNC(=O)Cn2cnc3sc(C)c(C)c3c2=O)CC1	-14	4	13	-0.4	8	-16	11	2	-3	/	-7
OC1CCCN(Cc2c3ccccc3cc3ccccc23)C1 (stereo unspecified)	-17	11	21	-0.7	-1	-24	10	2	-4	-5	-5
Cc1csc(SC(C)C(=O)NCC2CCCCC2)n1 (stereo unspecified)	8	-3	6	-0.4	2	-33	10	-5	2	-4	6
CN(C)c1ccc(NC(=O)CN2CCN(CC(=O)Nc3ccc(F)cc3)CC2)cc1	-15	-11	-17	1.3	-2	-11	-51	-6	-3	-1	-2
O=C(CSc1n[nH]c(-c2cccnc2)n1)Nc1ccnc2ccccc12	16	4	18	-2.8	1	14	22	2	0	-5	0
CCOC(=O)CSc1nnc(C2CCCCC2)n1C	-9	-3	16	5.2	-2	-26	0	0	3	-5	-9
O=C(NC1=NCCS1)c1cc(-c2cccc(Br)c2)nc2ccccc12	-29	-14	-71	0.3	0	-34	-23	0	-1	-4	0
O=C1C(Cc2ccccc2)Nc2ncnc(N3CCOCC3)c2N1Cc1ccc(Cl)cc1 (stereo unspecified)	-4&-7	5	23&10	-0.7&-1.6	1&2	-6&7	5&8	0&9	1	-4&-6	4
O=C(CCNC(=O)c1ccc([N+](=O)[O-])cc1)NCCCN1CCCC1=O	-7	-6	3	0.3	5	-1	15	9	2	-2	9
Cc1cccc(NC(=O)CN(C2=NC3CS(=O)(=O)CC3S2)c2ccccc2F)c1 (stereo unspecified)	-27	8	13	1.6	-4	-12	-12	8	3	-7	/
O=C(c1cnn2ccccc12)N1CCc2ccccc21	-135	-96	-236	-1.3	-1	-50	-319	-4	4	-6	-8
CCCN1CCN(CCCNC(=O)c2ccc3c(Cl)c4c(nc3c2)CCCC4)CC1	7	-13	-1	-0.4	-13	9	35	-6	-3	-5	2
COc1ccc(NC(=O)CCNS(=O)(=O)c2cccc3nonc23)c(OC)c1	-4	14	11	-0.4	-5	-16	9	-1	3	-7	9
O=C(O)c1cccc2c1C(=O)N(C1CCCCC1)C2	3	2	9	-1.4	-3	-15	11	4	1	-11	/
O=C(NCCN1CCN(c2cccc(Cl)c2)CC1)c1ccc(CSc2nc3ccncc3[nH]2)cc1	-29	-5	12	-0.1	-2	25	27	3	2	-5	10
CC(C)(C)C1CCc2onc(C(=O)Nc3ccc(F)cc3F)c2C1 (stereo unspecified)	-4	-34	-73	4.9	0	-5	-33	-5	1	-4	0
COC(=O)CN(c1ccc(C)c(Cl)c1)S(C)(=O)=O	-12	-5	9	-1.2	-2	3	-1	-3	3	-5	-2
CC(C(=O)NCc1cccc(Cl)c1)N1C(=O)c2ccccc2C1=O (stereo unspecified)	1	-2	14	0.3	-3	1	-2	-3	9	-3	-5
CCCOc1ccc(C(CC(=O)O)NC(=O)C23CC4CC(CC(C4)C2)C3)cc1 (stereo unspecified)	-18	0	19	-1.4	0	8	10	2	3	-3	-7
CC(C)(C)c1ccc(C(=O)NNc2cc(Cl)cc(Cl)c2)cc1	-7	-5	11	-0.6	0	-2	15	-2	1	-2	-10
Cc1ccc2c(c1)Sc1ccccc1CC2=O	-26	4	-23	-1.1	7	-21	9	7	3	/	14
CCc1nnc(NC(=O)[C@@H](NC(=O)c2cccc(S(=O)(=O)N3CCOCC3)c2)C(C)C)s1	-23	3	6	2.2	-3	-1	27	2	-5	-5	-6
CCOC(=O)NCc1ccc2c(c1)cc(C)n2C	-4	-18	21	1.4	-1	44	9	-3	-1	-5	4
O=C1/C(=C/c2ccccn2)SC(=S)N1Cc1ccccc1	-12	/	4	0.1	4	-6	21	-8	0	-5	-3
Cc1cc(C)n(/N=C/c2cccc(O)c2)c(=O)c1C(N)=O	5	-9	9	-0.6	2	-10	1	-4	0	-2	26
COc1ccc(OC)c(NS(=O)(=O)c2cccs2)c1	10	4	12	-0.4	-3	-34	18	10	-1	-4	-2
CCOc1ccccc1NC(=O)C(NC(=O)C1CCC(C)CC1)C(C)C (stereo unspecified)	-9	-3	8	-0.4	2	-1	13	0	1	-1	10
CCOc1ccc(-c2nnn(CC(=O)N3CCCC3)n2)cc1OCC	-14	-10	9	1.6	1	1	13	8	2	1	-4
C=C(C)CNC(=S)N/N=C(\C)c1ccc(Cl)s1	-10	0	-116	0.9	-3	5	-138	-8	1	-6	-7

High-throughput results deposited in PubChem BioAssay by several laboratories.
